Smad3 FoxH1 inh = inhibitors of human Smad3 transcription factor binding | hit rate 0.29% among 88,000 | P84022 | inhibition, % at 25 µM | AID 630 | TR-FRET Smad3/Dy647-FoxH1 peptide binding, europium anti-His;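 active = compounds that reduce the energy-transfer binding signal between the protein and its labelled peptide by more than half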;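 note: 0% = Smad3 plus labelled peptide maximal FRET and 100% = peptide-only background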
Target sequence (P84022 whole entry, looked up): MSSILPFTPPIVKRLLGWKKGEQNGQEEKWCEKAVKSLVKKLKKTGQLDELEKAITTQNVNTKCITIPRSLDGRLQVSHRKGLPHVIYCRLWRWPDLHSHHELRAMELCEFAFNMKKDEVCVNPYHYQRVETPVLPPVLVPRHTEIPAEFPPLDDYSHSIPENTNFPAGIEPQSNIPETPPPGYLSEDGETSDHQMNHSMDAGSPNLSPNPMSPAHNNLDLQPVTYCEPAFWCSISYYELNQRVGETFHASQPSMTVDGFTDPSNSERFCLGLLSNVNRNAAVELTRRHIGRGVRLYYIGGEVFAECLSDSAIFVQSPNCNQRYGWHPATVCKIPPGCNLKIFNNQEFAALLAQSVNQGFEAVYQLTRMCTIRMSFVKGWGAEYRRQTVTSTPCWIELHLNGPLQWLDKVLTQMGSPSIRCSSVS
sEH activator = soluble epoxide hydrolase (human) activation. P34913. purified human sEH enzymatic activity, activator screen. activation, % at 2 µM. hit rate 0.04% among 91,000. AID 717; in the data active = activation above about 37%; note: values of inactives mirror those of a sister screen read the other way
ERb coact inh = blocks coactivator binding to human estrogen receptor beta; inhibition, % at 25.6 µM; hit rate 1.3% among 86,000; TR-FRET ER-beta LBD / SRC1-Cy5 peptide binding; receptor agonist-loaded with 1 µM estradiol; Q92731;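 active = compounds whose percent inhibition of the receptor-coactivator binding signal exceeds about 50% in the single-dose screen, limit read from the data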;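 note: 0% = receptor plus peptide wells without compound and 100% = peptide-only wells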
H69AR growth 86K = growth inhibitors of human H69AR lung tumor cells; H69AR lung tumor viability, ATP luminescence, 72 h; stronger effect = lower value; viability, % at 10 µM; hit rate 6% among 85,000; AID 598;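 active = viability at or below 40%; inactive = viability above 40%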;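 note: multidrug resistant small cell line overexpressing MRP-1 efflux transporter; 100% = mean luminescence of untreated control wells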
HUVEC prolif 384 = blocks proliferation of human endothelial cells. HUVEC proliferation, CellTiter-Glo luminescence, 72 h; stronger effect = lower value. viability, % at 10 µM (by protocol). AID 648. hit rate 1.1% among 86,000;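 active = viability at or below 30%; inactive = viability above 30%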;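 note: 100% = median luminescence of DMSO-only cell control wells on each plate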
ERa SRC1 inh = blocks coactivator binding to human estrogen receptor alpha | P03372 | TR-FRET ER-alpha LBD / SRC-1 peptide, estradiol-bound | inhibition, % at 25.6 µM | hit rate 1.7% among 86,000; in the data active = inhibition above about 50%;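 note: 0% = receptor plus peptide control and 100% = peptide only without receptor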
Target sequence (P03372 whole entry, looked up, the tested form may be a part): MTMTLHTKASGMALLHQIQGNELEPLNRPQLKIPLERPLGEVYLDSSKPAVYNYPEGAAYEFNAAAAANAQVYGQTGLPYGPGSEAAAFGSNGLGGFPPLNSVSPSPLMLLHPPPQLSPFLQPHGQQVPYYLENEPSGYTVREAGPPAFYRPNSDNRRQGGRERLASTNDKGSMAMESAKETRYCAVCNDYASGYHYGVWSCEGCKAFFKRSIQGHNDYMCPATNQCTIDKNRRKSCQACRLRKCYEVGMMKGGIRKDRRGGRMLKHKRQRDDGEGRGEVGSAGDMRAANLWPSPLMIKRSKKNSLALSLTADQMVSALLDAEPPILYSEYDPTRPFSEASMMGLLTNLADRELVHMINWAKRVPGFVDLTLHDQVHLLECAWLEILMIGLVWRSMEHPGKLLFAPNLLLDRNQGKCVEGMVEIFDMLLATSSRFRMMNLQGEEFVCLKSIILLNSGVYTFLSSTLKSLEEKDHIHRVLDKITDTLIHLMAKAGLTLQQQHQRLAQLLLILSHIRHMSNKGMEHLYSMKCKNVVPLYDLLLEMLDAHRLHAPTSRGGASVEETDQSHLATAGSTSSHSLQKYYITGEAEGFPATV
ERa coact pot = enhances coactivator binding to human estrogen receptor alpha; P03372; TR-FRET ERalpha-LBD/SRC-Cy5 coactivator binding, 2 h; 100 = basal binding, no effect; coactivator binding (% of control), % at 25.6 µM; hit rate 1.3% among 86,000; AID 639; in the data active = activity above about 200%;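 note: binding measured in presence of low estradiol as agonist stimulus; 0% = peptide alone without receptor and 100% = receptor with peptide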
Calb biofilm kill = kills Candida albicans biofilms. C. albicans biofilm + clotrimazole, Alamar Blue. inhibition, % at 6 µM. hit rate 0.14% among 85,000;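 active = inhibition above 20%; inactive = inhibition below 20%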;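 note: preformed 24 hr biofilms exposed to compound for 48 hr; 0% = biofilm without compound and 100% = blank killed by clotrimazole plus chlorhexidine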
Fibroblast inh = blocks proliferation of human lung fibroblasts; LL 47 human lung fibroblast viability, ATP luminescence; stronger effect = lower value; AID 719; hit rate 1.1% among 85,000; viability, % at 10 µM;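 active = viability at or below 50% in the single dose screen; inactive = viability above 50%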;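 note: compound exposure lasted 72 h before the ATP readout; 100% = median luminescence of untreated cell-only wells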
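Material: human LL 47 lung fibroblast cells; quantity: 1,150 cells/well; medium: IMEM plus 15% FBS; doses: 0.1% DMSO in all compound wells; timing: overnight attachment after seeding, then 72 h compound exposure at 37 °C; detection: CellTiter-Glo luminescence; measure: % viability of median cell-only signal; controls: cell-only wells, no compound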
An asterisk follows results filed as active; . = not tested or not shown; [ ] = remark or other dose. The list is partial (hit frequency here may not be typical).

cpd	molecule	H69AR growth 86K	sEH activator	HUVEC prolif 384	ERb coact inh	Fibroblast inh	ERa coact pot	Calb biofilm kill	ERa SRC1 inh	Smad3 FoxH1 inh
1	Cc1ccc(N2CC(C)Cn3c2nc2c3c(=O)n(CC(=O)OCc3ccccc3)c(=O)n2C)cc1C (stereo not drawn)	95.6	.	91.2	12.2[fluorescence artefact?]	101.0	76.3[fluorescence artefact?]	-2.2	3.1	-23.9[fluorescence artefact?]
2	COC(=O)c1ccc(NC(=O)Cc2ccccc2)cc1	85.7	10.5	105.8	-5.7	100.1	106.2	6.5	-6.6[fluorescence artefact?]	-1.0
3	COc1ccc(NC(=O)CCN2CCCCCC2)cc1	98.8	-0.7	94.6	-4.0	107.8	80.2	12.1	10.3	-1.4
4	COc1ccc(Cn2nnnc2C(c2ccccc2Cl)N2CCC(C(N)=O)CC2)cc1 (stereo not drawn)	59.5	-10.6	103.1	-16.5	96.5	87.4	2.8	-6.9	1.9
5	Cc1cc(C(=O)NCCCOC(C)C)c2ccccc2n1	90.1	.	105.7	1.2[fluorescence artefact?]	99.8	102.6	7.0	11.3	3.6
6	CCOc1ccc(C(=O)OC2CCN(C)CC2)cc1	104.1	3.5	96.5	-17.2[fluorescence artefact?]	95.1	108.9	4.9	-18.3	11.8
7	O=C(OC(C(=O)NCc1cccs1)c1ccccc1F)c1ccco1 (stereo not drawn)	90.2	-2.2	87.4	-2.4	103.4	92.7	6.3	-10.1	-1.0
8	Cn1ncc(C#N)c1NC(=O)C1CC(c2ccc(Cl)c(Cl)c2)=NO1 (stereo not drawn)	105.1	4.1	91.6	25.7[fluorescence artefact?]	107.1	99.5	-0.4	18.2	-17.4
9	COCCN1C(=O)c2oc3ccccc3c(=O)c2C1c1ccc(OC)c(OC)c1 (stereo not drawn)	102.0	.	88.9	0.9	102.4	116.0[fluorescence artefact?]	-1.2	2.5	6.1
10	COc1cc2c(=O)n(CC3CCCO3)c(=O)n(CC(=O)Nc3cccc(Cl)c3)c2cc1OC (stereo not drawn)	92.0	0.0	92.0	-1.1	101.5	110.0	-6.3	2.7	83.2*[fluorescence artefact?]
11	OC(COc1ccc2ccccc2c1)CN1CCCC1 (stereo not drawn)	80.1	10.0	83.8	-2.9	100.5	115.9	-6.3	1.0	-0.3
12	Cc1nc(N)sc1Cc1ccc2c(c1)OCO2	91.8	11.1	99.7	2.7	102.5	110.1	8.4	-8.5	-9.2
13	Cc1cc(NC(=O)C(C)(C)C)no1	102.3	0.5	103.3	-3.2	107.6	106.0	3.4	4.4	-2.4
14	O=C(c1ccc(Br)o1)N1CCN(c2ccccc2F)CC1	82.4	-11.9	117.2	-4.3	107.7	105.6[fluorescence artefact?]	9.7	-13.7	6.9
15	CCOC(=O)N1CCN(Cc2ccc(F)cc2F)CC1	96.5	19.0	107.3	-3.4	102.3	103.7	0.7	-4.7	11.9[fluorescence artefact?]
16	CCOC(=O)Cc1csc(Nc2c(C)n(C)n(-c3ccccc3)c2=O)n1	95.8	13.6	98.3	-0.1	.	109.9	2.2	-5.4	-1.9
17	CCCC(=O)N1CCN(c2ccc(NC(=O)c3ccc(Br)o3)cc2)CC1	89.4	-15.5	112.8	-2.5[fluorescence artefact?]	104.8	91.9	-4.1	-5.9	-10.4
18	CCn1c(SCC(=O)Nc2cc(C)on2)nc2sc(C)c(C)c2c1=O	42.3	.	100.5	13.1[fluorescence artefact?]	89.7	157.9	1.8	24.0	3.5[fluorescence artefact?]
19	CCOC(=O)N1CCN(c2nc3c(c(=O)[nH]c(=O)n3C)n2Cc2ccccc2Cl)CC1	62.6	-1.6	99.1	-5.2	94.6	103.2	-4.0	-2.2	-0.2
20	O=C1c2ccccc2C(=O)N1CCCC(=O)N1CCc2ccccc21	89.6	-8.4	103.0	4.2	112.3	97.2	4.4	0.2	9.5
21	N#CCCN1CCN(S(=O)(=O)c2ccc3c(c2)OCCCO3)CC1	93.2	-7.7	101.0	-16.9	101.4	129.9	2.7	-3.4[fluorescence artefact?]	7.1
22	Cc1oc(-c2ccccc2Cl)nc1CSCC(=O)O	95.3	-8.6	103.3	6.9	95.3	90.4	5.1	3.0	10.7
23	COc1ccccc1NC(=O)CN1CCN(CC(=O)Nc2ccc(OCc3ccccc3)cc2)CC1	41.2	12.6	85.0	-6.1	94.1	93.9[fluorescence artefact?]	3.8	-1.9	4.3
24	O/N=C(/CN(O)/C=C1/C=CC=N1)c1cccs1	93.2	3.7	105.2	-0.8	106.4	111.5	6.6	-20.0	3.4
25	Cn1c(N)c(C(=O)CSc2ccc3c(c2)OCCO3)c(=O)n(C)c1=O	102.5	4.7	110.1	-4.5	93.9	122.8	6.8	-7.4	11.1
26	CCOC(=O)C1CCN(C(=O)Cn2cc3c(n2)CCC(C)C3)CC1 (stereo not drawn)	81.0	.	92.8	-4.3	87.0	129.4	8.0	-3.7	-0.4
27	Cc1cc(-c2ccc(N3C(=O)CCC3=O)c(C)c2)ccc1N1C(=O)CCC1=O	93.3	-6.8	114.3	62.6*	104.6	106.5	6.8	-7.2	0.6
28	CCN(Cc1ccccc1)S(=O)(=O)c1ccc(C(=O)Nc2nnc(-c3ccccc3OC)o2)cc1	50.8	-1.6	65.2	-12.7	78.2	109.0	1.1	5.5	6.9
29	COCc1cc(C)n(CC(=O)NC(C)c2ccccc2)c(=O)c1C#N (stereo not drawn)	104.4	12.8	99.7	8.8	95.3	101.6	-2.1	11.3	1.1
30	O=C(NCC(=O)N(Cc1ccccc1)C(C(=O)NC1CCCC1)c1ccco1)c1ccco1 (stereo not drawn)	105.9	6.6	96.6	5.9[fluorescence artefact?]	103.9	126.5	6.2	3.5[fluorescence artefact?]	5.2

More entries.
cpd	molecule	H69AR growth 86K	sEH activator	HUVEC prolif 384	ERb coact inh	Fibroblast inh	ERa coact pot	Calb biofilm kill	ERa SRC1 inh	Smad3 FoxH1 inh
31	CCOC(=O)C(C(=O)Nc1ccccn1)C1CCCCC1 (stereo not drawn)	82.8	11.8	100.1	-5.0	100.9	105.5[fluorescence artefact?]	2.2	-2.3	-1.6
32	Cc1cc(=O)oc2cc(OCC(=O)Nc3nnc(CC(C)C)s3)ccc12	106.8	.	97.8	4.0	101.2	118.6[fluorescence artefact?]	5.8	1.4[fluorescence artefact?]	2.1[fluorescence artefact?]
33	CCC(CC)C(=O)Nc1cc(C)cc(C)c1	97.0	.	95.5	-6.4	102.4	109.5[fluorescence artefact?]	3.4	-4.7	7.4
34	CCCn1nc(C(=O)Nc2cccc(C(=O)OC)c2)c2ccccc2c1=O	69.8	.	80.3	-1.7	98.7	107.0	15.8	4.4	-13.1
35	CCOC(=O)c1nnn(-c2nonc2N)c1CN(C)C1CCCCC1	95.8	6.0	95.8	12.2	102.5	116.4	-2.2	-0.5	-3.9
36	CC1=CC(C)C2C(=O)N(c3ccccc3)C(=O)C2C1 (stereo not drawn)	103.4	0.0	107.1	-4.5	104.0	99.6	0.2	-6.2	9.3
37	O=C(O)CCCn1nc(C(F)(F)F)c2c1CCCCC2	103.1	-3.3	86.2	-1.9	104.9	105.1	3.5	-12.6	-0.8
38	CC(=O)NC(Cc1ccccc1F)C(=O)NC1CCN(C(=O)c2cnccn2)CC1 (stereo not drawn)	108.5	6.9	109.9	-0.1	102.5	116.9	9.1	-3.5	0.0
39	c1ccc2c(c1)N1CCN=C1N2CCN1CCCCC1	93.3	-4.2	91.6	-2.8[fluorescence artefact?]	99.7	104.7[fluorescence artefact?]	6.7	-7.6	9.9
40	Oc1ccc(CNc2ccccc2)c2cccnc12	35.6*	4.0	71.5	3.6	88.5	107.2	6.4	-4.9	8.1
41	CCCCC(=O)Nc1ccc2c(c1)nc(CCN1CCOCC1)n2C	74.7	-11.9	95.9	7.6[fluorescence artefact?]	87.0	104.0	1.5	11.2	-13.5
42	CC1(C)CC(=O)c2c(nn(-c3ccccc3)c2N)C1	92.5	28.3	102.6	7.5	111.4	89.3[fluorescence artefact?]	3.7	3.1[fluorescence artefact?]	-10.4
43	COCCn1c(CN2CCN(c3ccc(F)cc3)CC2)nc2c1c(=O)n(C)c(=O)n2C	74.9	.	97.0	-13.8[fluorescence artefact?]	101.2	135.3[fluorescence artefact?]	1.5	-0.2[fluorescence artefact?]	-4.1
44	O=C(c1ccco1)N1N=C(c2cccs2)CC1c1ccc(F)cc1 (stereo not drawn)	90.8	15.4	95.2	0.8	89.8	77.6	4.7	33.8	-1.9
45	CSCCOC(=O)C1=C(C)NC(=O)CC1c1ccccc1Cl (stereo not drawn)	83.4	-10.3	101.8	-8.7[fluorescence artefact?]	101.7	86.6	6.7	0.6[fluorescence artefact?]	-6.2
46	C=CCc1ccc(OCCOc2ccc(/C=N/n3cnnc3)cc2OCC)c(OC)c1	71.8	0.5	103.9	1.9	98.0	83.5	1.9	26.7[fluorescence artefact?]	-13.2
47	COc1cccc(-n2c(SCC(=O)Nc3nccs3)nnc2-c2ccoc2C)c1	87.1	3.6	99.5	-2.0[fluorescence artefact?]	99.0	100.2	2.3	29.6	11.8[fluorescence artefact?]
48	CS(=O)(=O)N1CCN(C/C=C/c2ccccc2)CC1	89.8	-0.1	100.4	4.5	99.7	94.9	3.6	8.2[fluorescence artefact?]	6.9
49	CC1(C)CC(=O)C2=C(C1)c1c(ccc3ccccc13)NC2c1ccco1 (stereo not drawn)	79.3	3.0	72.4	30.8	88.1	79.5	4.9	29.4	5.2
50	CN(c1ccc(C(=O)Nc2ccccc2C(F)(F)F)cc1)S(C)(=O)=O	.	-19.4	100.7	-7.3	104.8	112.9	6.2	2.6	-3.1
51	COc1ccc(Cn2cccc(NC(=O)Nc3cccc(C#N)c3)c2=O)cc1	67.1	-5.0	90.0	34.5[fluorescence artefact?]	105.2	112.8[fluorescence artefact?]	5.7	-23.1	1.9
52	COc1ccc(NC(=O)c2c(NC(=O)CNCc3ccco3)sc3c2CCC3)c(OC)c1	54.2	-10.6	89.1	-1.5	100.0	118.9	4.9	14.6	2.0
53	COc1ccc(-c2csc(Nc3cccnc3)n2)cc1	101.8	9.4	86.2	19.1	94.7	79.0	4.8	12.2	4.1
54	Cc1ccc2c(Cl)cc(Cl)c(OCC(=O)NC(=O)NCc3ccco3)c2n1	30.1*	0.6	83.0	21.9[fluorescence artefact?]	92.9	90.4	0.7	30.8	-0.3
